Source: PubChem
S1P3 antag – S1P3 receptor antagonists, primary screen, cell-based | Sphingosine 1-phosphate receptor 3 (Homo sapiens), Q99500 | CHO S1P3 NFAT-BLA reporter, FRET fluorescence, antagonist mode | inhibition, % at 4.98 µM | actives 0.27% (n = 170,000) | AID 485, 2006;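 active means inhibition above the plate cutoff, the mean inhibition of test wells on that plate plus 3 SD, cut at about 28% in these data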;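 further: cells challenged with S1P at its EC80 of 0.8 µM; blue over green emission ratio from cleaved BLA substrate after 4 h stimulation; 0% = S1P-stimulated wells and 100% = unstimulated DMSO-only wells; some compounds past the cut are filed as inactive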
PPARg SRC2 recr – agonists of PPARg-SRC-2 recruitment, primary screen, biochemical, HTS; Peroxisome proliferator-activated receptor gamma (Homo sapiens), P37231; PPARgamma LBD-SRC-2 recruitment; activation, % at 8 µM; actives 0.34% (n = 200,000); AID 1032, 2008; in the data active means activation above about 22%;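 further: 0% = vehicle and 100% = reference agonist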
Target sequence (P37231 whole entry, looked up, the tested form may be a part): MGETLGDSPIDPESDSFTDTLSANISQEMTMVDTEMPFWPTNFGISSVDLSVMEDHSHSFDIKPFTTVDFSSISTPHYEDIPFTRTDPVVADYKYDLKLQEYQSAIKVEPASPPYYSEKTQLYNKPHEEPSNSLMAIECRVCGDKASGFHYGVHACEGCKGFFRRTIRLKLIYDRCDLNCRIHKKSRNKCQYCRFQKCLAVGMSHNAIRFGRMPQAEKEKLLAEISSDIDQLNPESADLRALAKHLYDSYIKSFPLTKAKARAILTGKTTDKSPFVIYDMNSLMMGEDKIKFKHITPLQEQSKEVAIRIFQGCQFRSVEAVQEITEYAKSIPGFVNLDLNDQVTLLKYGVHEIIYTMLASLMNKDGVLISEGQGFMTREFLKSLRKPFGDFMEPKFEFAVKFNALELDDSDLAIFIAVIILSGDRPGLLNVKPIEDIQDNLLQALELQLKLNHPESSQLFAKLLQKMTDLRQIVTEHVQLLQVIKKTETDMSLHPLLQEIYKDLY
ROMK mod – ROMK potassium channel modulators, primary screen, cell-based, thallium flux, MLSMR library; actives 2% (n = 130,000); Tet-inducible ROMK, thallium flux fluorescence; actives lie on both sides; AID 1918, 2009; B-score at 10 µM;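 active means signal ratio slope over the read window, or its plate-corrected B-score, at least 3 SD from the plate mean, either direction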;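 further: B-score of the F/F0 ratio slope over 7 to 12 s after thallium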
Target sequence (P48048 whole entry, looked up): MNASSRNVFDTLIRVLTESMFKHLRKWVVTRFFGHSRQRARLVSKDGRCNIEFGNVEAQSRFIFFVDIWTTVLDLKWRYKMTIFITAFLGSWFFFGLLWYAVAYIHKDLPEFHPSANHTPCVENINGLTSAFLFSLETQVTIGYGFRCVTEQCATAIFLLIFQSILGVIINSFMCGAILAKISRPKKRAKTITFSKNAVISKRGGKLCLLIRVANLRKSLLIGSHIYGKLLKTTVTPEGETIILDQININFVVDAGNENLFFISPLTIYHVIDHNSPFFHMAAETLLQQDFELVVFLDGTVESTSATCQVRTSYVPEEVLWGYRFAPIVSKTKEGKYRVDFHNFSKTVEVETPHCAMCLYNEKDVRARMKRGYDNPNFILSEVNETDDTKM
Redox H2O2 prof – compounds producing H2O2 with reducing agent – biochemical, NIH compound library profiling, artefact control for MLSCN library redox annotation, primary screen. DTT-dependent redox cycling H2O2, phenol red/HRP absorbance; 100% = 100 µM peroxide control, 0% = buffer. activation, % at 10 µM. actives 0.03% (n = 200,000). AID 878, 2007;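 active means activation of at least 50% relative to the plate's high and low controls in the primary single-dose screen; inactive means activation below 50%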;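 further: compound incubated with DTT at 0.8 mM final as the reducing agent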
L major viab – Leishmania major promastigote growth inhibition, primary screen | Leishmania major promastigotes, resazurin fluorescence viability | inhibition, % at 10 µM | AID 1063, 2008 | actives 9% (n = 200,000); in the data active means inhibition above about 50%;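 further: promastigotes grown with compound for 44 hours at 28 °C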
bIAP inh – bovine intestinal alkaline phosphatase inhibitors, primary screen, selectivity assay for TNAP inhibitor project, biochemical, bovine IAP, CDP-star luminescence; alkaline phosphatase, intestinal [Bos taurus]; purified bovine IAP, 30 min; inhibition, % at 20 µM; 190,000 tested, under 10 active; AID 1019, 2008;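 active means over 50% inhibition of intestinal alkaline phosphatase at 20 µM in the single-dose screen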
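Incubation: 30 min reaction at room temperature / Material: purified bovine intestinal alkaline phosphatase (IAP) enzyme / Input: enzyme at 1/65,000,000 dilution / Dosing: 20 µM single dose / Signal: CDP-star luminescence signal / Reagent: CDP-star chemiluminescent phosphatase substrate, 30 µM final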
PPARg SRC-1 ag – PPARgamma agonists recruiting SRC-1 coactivator, primary screen, biochemical. Peroxisome proliferator-activated receptor gamma (Homo sapiens), P37231. PPARgamma-SRC-1 coactivator recruitment biochemical assay. activation, % at 8 µM. actives 0.41% (n = 200,000). AID 631, 2007; in the data active means activation above about 19%;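 further: 0% = DMSO and 100% = reference agonist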
TR-FRET SRC-2 ct – TR-FRET signal artefacts, primary screen, artefact control for PPARgamma SRC-2 agonist project, biochemical; TR-FRET artefact counter-screen; stronger effect = higher value; TR-FRET ratio at 8 µM; actives 0.4% (n = 200,000); AID 1049, 2008; in the data active means TR-FRET ratio above about 2000; further: inactives centre near 1500
PPARg SRC-3 ag – PPARgamma agonists recruiting SRC-3 coactivator, primary screen, biochemical. Peroxisome proliferator-activated receptor gamma (Homo sapiens), P37231. biochemical PPARgamma/SRC-3 coactivator recruitment assay. activation, % at 8 µM. actives 0.26% (n = 200,000). AID 731, 2007; in the data active means activation above about 23%;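 further: 0% = DMSO and 100% = reference agonist; some compounds past the cut are filed as inactive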
bIAP activator – bovine intestinal alkaline phosphatase activators, primary screen, biochemical, bovine IAP, CDP-star luminescence. activation factor at 20 µM. purified bovine IAP, 30 min; stronger effect = higher value; fold of DMSO-control signal, blank-subtracted. actives 0.17% (n = 200,000);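 active means activation factor of 2 or more at 20 µM, a signal rise over negative controls twice the positive control's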
TLR4 MyD88 comp – inhibitors of TLR4-MyD88 association in cells, primary screen, cell-based, HeLa CL3-4, BLA complementation, FRET ratio; actives 0.18% (n = 200,000); Toll-like receptor 4 (Homo sapiens) + Myeloid differentiation primary response protein …; AID 861, 2007; HeLa CL3-4 TLR4/MyD88 BLA complementation; inhibition, % at 8.4 µM; in the data active means inhibition above about 25%;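 further: 0% = vehicle and 100% = reference inhibitor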
* hit, by the source's call; . = no result given.

1) COc1cc(/C(C)=N/NC(=O)CSc2nncn2C)ccc1OCc1ccccc1Cl
2) CC1=C(C(=O)N2CCOCC2)C(c2ccsc2)C2=C(CCCC2=O)N1 (stereo not drawn)
3) CCC(C)(C)NC(=O)c1sccc1Oc1ccc(F)cc1[N+](=O)[O-]
4) CN(C(=O)c1ccc(S(=O)(=O)NC2CCCC2)cc1)C1CCCCC1
5) CCCc1ccc(OCCNC(C)=O)cc1
assay / compound	1	2	3	4	5
PPARg SRC-1 ag	2	4	2	2	-4
TLR4 MyD88 comp	3	-14	-11	-3	-6
bIAP activator	1.1	1	0.9	1	.
PPARg SRC-3 ag	0	3	1	14	-3
Redox H2O2 prof	0.0	-0.3	9.0	0.5	2.1
bIAP inh	-13	4	7	3	.
ROMK mod	0.081	0.68	-0.14	-0.61	-0.41
L major viab	73*	-5	4	-3	1
TR-FRET SRC-2 ct	1483	1611	1487	1691	1373
PPARg SRC2 recr	11	-1	3	8	-4
S1P3 antag	-3	-10	-7	.	-2

6) Cc1c(C(=O)O)oc2c1/C(=N\O)CC(C)(C)C2
7) C=CCn1c(SCc2csc(-c3ccc(C)cc3)n2)nnc1-c1ccccc1OC
8) COc1ccc(NC(=O)CSc2nnc3c4c(nc(-c5ccccc5)n23)CC(C)(C)OC4)cc1
9) O=C(NCc1ccc2c(c1)OCO2)C1CCN(c2ccc(S(=O)(=O)N3CCCC3)cc2)CC1
10) O=S1(=O)CC=C(CSc2nc3ccccc3[nH]2)C1
assay / compound	6	7	8	9	10
PPARg SRC-1 ag	1	-2	-4	4	-7
TLR4 MyD88 comp	-2	17	-18	-3	6
bIAP activator	0.5	0.9	0.9	1.1	0.9
PPARg SRC-3 ag	-2	2	-4	0	-4
Redox H2O2 prof	-0.5	-0.1	0.2	-1.1	1.0
bIAP inh	48	14	7	-15	12
ROMK mod	.	.	0.29	.	.
L major viab	-6	100*	16	97*	0
TR-FRET SRC-2 ct	1422	1560	1441	1705	1564
PPARg SRC2 recr	-2	-3	-2	11	-3
S1P3 antag	1	-5	-2	.	-23

Retrieved by compound from the list above:
7) C=CCn1c(SCc2csc(-c3ccc(C)cc3)n2)nnc1-c1ccccc1OC
10) O=S1(=O)CC=C(CSc2nc3ccccc3[nH]2)C1
assay / compound	7	10
PPARg SRC-1 ag	-2	-7
TLR4 MyD88 comp	17	6
bIAP activator	0.9	0.9
PPARg SRC-3 ag	2	-4
Redox H2O2 prof	-0.1	1.0
bIAP inh	14	12
ROMK mod	.	.
L major viab	100*	0
TR-FRET SRC-2 ct	1560	1564
PPARg SRC2 recr	-3	-3
S1P3 antag	-5	-23

Continuation:
11) Cc1ccccc1CSc1nncn1N
12) Cc1onc(-c2ccccc2)c1C(=O)NCc1cccnc1
13) O=C(NCc1ccco1)/C(=C\c1cccs1)NC(=O)c1ccccc1
14) Nc1ncnc2c1cnn2-c1ccccc1
15) Cc1ccc(CNC(=O)NC2CCCCC2)cc1
assay / compound	11	12	13	14	15
PPARg SRC-1 ag	-2	0	5	12	-5
TLR4 MyD88 comp	1	17	-7	0	-10
bIAP activator	0.9	0.9	1	1	0.9
PPARg SRC-3 ag	8	-2	3	6	3
Redox H2O2 prof	2.9	-2.7	-1.0	-0.7	3.4
bIAP inh	6	12	-2	1	14
ROMK mod	.	.	.	1.5	0.0027
L major viab	-2	-8	0	-1	-3
TR-FRET SRC-2 ct	1297	1425	1614	1713	1553
PPARg SRC2 recr	-3	-4	6	9	0
S1P3 antag	-15	24	-3	-16	.

16) CCC(C)[C@H](N)c1nnc(SCC(=O)Nc2cccc(Cl)c2)o1 (stereo partly drawn)
17) COc1ccc2[nH]c3c(=O)n(CCCCC(=O)NCCN4CCCC4)c(=S)[nH]c3c2c1
18) Cn1nnnc1SCc1ccc([N+](=O)[O-])cc1
19) Cc1ccc(S(=O)(=O)N(CC(=O)N/N=C/c2ccc(F)cc2)c2cccc3cccnc23)cc1
20) O=C(Nc1ccccc1C(=O)O)c1ccc(Br)c(S(=O)(=O)NCc2ccccc2)c1
assay / compound	16	17	18	19	20
PPARg SRC-1 ag	0	11	0	0	-3
TLR4 MyD88 comp	-7	5	1	2	7
bIAP activator	1.3	1.1	1	1	1
PPARg SRC-3 ag	-1	14	4	-2	2
Redox H2O2 prof	0.6	12	-0.6	3.6	0.0
bIAP inh	-35	-13	-3	1	-4
ROMK mod	.	.	0.54	.	-0.038
L major viab	-4	-1	0	-4	-6
TR-FRET SRC-2 ct	1632	1605	1538	1471	1591
PPARg SRC2 recr	1	13	3	-6	0
S1P3 antag	-13	-6	6	.	-9

21) COc1ccccc1N1CCN(C(=O)c2c(-c3c(Cl)cccc3Cl)noc2C)CC1
22) Cn1c(=O)oc2cc(S(=O)(=O)Nc3ccc4c(c3)OCCO4)ccc21
23) O=C(CN1C(=O)CC(c2ccccc2)S(=O)(=O)c2ccccc21)N1CCOCC1 (stereo not drawn)
24) CCOc1ccc2nc(NC(=O)CCn3cccc3)sc2c1
25) COc1ccccc1OCCCn1c(=O)oc2ccccc21
assay / compound	21	22	23	24	25
PPARg SRC-1 ag	-5	5	5	2	-1
TLR4 MyD88 comp	11	5	3	-10	-17
bIAP activator	0.9	1.1	1	1	1
PPARg SRC-3 ag	-5	9	2	-1	0
Redox H2O2 prof	2.1	-0.1	-0.4	-0.7	0.0
bIAP inh	5	-5	-1	-4	2
ROMK mod	-0.48	-0.67	0.21	.	.
L major viab	98*	63*	-5	9	-1
TR-FRET SRC-2 ct	1413	1565	1576	1601	1553
PPARg SRC2 recr	0	3	7	3	7
S1P3 antag	6	-6	-2	.	-13

26) CC(C)CCNC(=O)/C=C/c1ccc(Br)cc1
27) COc1cccc(-n2c(SCC(=O)Nc3cc(C)on3)nc3c([nH]c4ccccc43)c2=O)c1
28) CC(C)C(O)(C#CCN1CCCC1)c1ccccc1 (stereo not drawn)
29) O=C(Nc1ccccc1OC(F)F)c1oc2ccccc2c1COc1ccccc1
30) CCC(NS(=O)(=O)c1ccc(C)cc1)C(=O)N1CCC2(O)CCCCC2C1 (stereo not drawn)
assay / compound	26	27	28	29	30
PPARg SRC-1 ag	1	-1	-2	-4	7
TLR4 MyD88 comp	-5	-1	-12	-6	0
bIAP activator	0.9	1	0.9	0.8	0.9
PPARg SRC-3 ag	2	4	-4	-3	2
Redox H2O2 prof	-0.7	0.1	2.0	-0.2	1.3
bIAP inh	14	0	7	19	10
ROMK mod	0.059	.	.	0.35	.
L major viab	-4	5	10	0	-7
TR-FRET SRC-2 ct	1726	1546	1423	1653	1429
PPARg SRC2 recr	8	17	-4	12	5
S1P3 antag	10	13	.	1	-7

Record cards, from the list above. Order of values: PPARg SRC-1 ag, TLR4 MyD88 comp, bIAP activator, PPARg SRC-3 ag, Redox H2O2 prof, bIAP inh, ROMK mod, L major viab, TR-FRET SRC-2 ct, PPARg SRC2 recr, S1P3 antag
CCC(NS(=O)(=O)c1ccc(C)cc1)C(=O)N1CCC2(O)CCCCC2C1 (stereo not drawn) reads 7, 0, 0.9, 2, 1.3, 10, ., -7, 1429, 5, -7
O=C(Nc1ccccc1OC(F)F)c1oc2ccccc2c1COc1ccccc1 reads -4, -6, 0.8, -3, -0.2, 19, 0.35, 0, 1653, 12, 1

Later entries.
31) C[N+]1(CC(=O)Nc2ccc(F)cc2)CCN(C(=O)c2ccco2)CC1
32) N#Cc1c(NC(=O)CSc2nc(-c3ccccc3)cc(C(F)(F)F)n2)sc2c1CCC2
33) CCCCC(CC)C(=O)Oc1ccc(O)c(C(C)(C)C)c1 (stereo not drawn)
34) CC(=O)NCC(=O)OCC(=O)Nc1ccc(C(C)=O)cc1
35) Cc1cc(C(=O)OCC(=O)c2cccc([N+](=O)[O-])c2)c2cccc(C)c2n1
assay / compound	31	32	33	34	35
PPARg SRC-1 ag	1	-3	3	5	4
TLR4 MyD88 comp	5	-2	-5	-3	-10
bIAP activator	0.9	0.9	0.7	1	1
PPARg SRC-3 ag	7	6	10	-1	1
Redox H2O2 prof	-0.2	-0.1	-2.3	-0.6	-4.6
bIAP inh	8	8	35	3	4
ROMK mod	.	0.57	0.51	0.12	.
L major viab	-6	-8	37	-6	-5
TR-FRET SRC-2 ct	1586	1719	1689	1622	1634
PPARg SRC2 recr	1	7	7	5	5
S1P3 antag	.	-11	-13	-12	.

36) CC12CC3(C)CC(C)(C1)CC(C(=O)NC(=S)NC(C)(C)C)(C2)C3
37) O=C(Nc1ccc(N2CCOCC2)c(Cl)c1)c1ccc([N+](=O)[O-])o1
38) O=C(O)CCCn1nc(-c2ccccc2)c2ccccc21
39) O=C(Nc1ccc2[nH]c(=O)[nH]c2c1)c1ccc(Cl)c(Cl)c1
40) Cc1sc2cc3c(c(C(=O)c4ccccc4)[n+]2c1C)-c1cccc2cccc-3c12
assay / compound	36	37	38	39	40
PPARg SRC-1 ag	-5	1	3	-1	14
TLR4 MyD88 comp	7	15	-1	1	10
bIAP activator	1	1	1	0.7	0.9
PPARg SRC-3 ag	3	1	3	0	8
Redox H2O2 prof	0.0	-0.1	-0.2	-0.1	3.7
bIAP inh	-3	2	3	32	10
ROMK mod	2.5*	-0.37	.	0.0039	-3.1*
L major viab	19	100*	-7	-4	100*
TR-FRET SRC-2 ct	1365	1462	1542	1703	1575
PPARg SRC2 recr	-3	-10	5	3	5
S1P3 antag	2	6	-35	-17	-3

41) COC(=O)c1ccccc1NC(=O)CSc1nc(O)c(-c2ccccc2)c(=O)[nH]1
42) Cc1ccc(C(=O)N/N=C\c2sccc2C)cn1
43) CC(C)Oc1ccc(N2CC(C(=O)NC3=NCCS3)CC2=O)cc1 (stereo not drawn)
44) Cc1ccc(C)c(N(CC(=O)N/N=C/c2ccc(-c3ccc([N+](=O)[O-])cc3)o2)S(=O)(=O)c2ccccc2)c1
45) COc1ccc(Cc2nc(=S)[nH][nH]2)cc1Br
assay / compound	41	42	43	44	45
PPARg SRC-1 ag	-1	6	-1	8	4
TLR4 MyD88 comp	1	1	2	55*	-6
bIAP activator	1.1	0.9	0.9	0.9	1.2
PPARg SRC-3 ag	7	1	4	-1	4
Redox H2O2 prof	0.5	-1.1	0.7	-0.1	-0.6
bIAP inh	-6	5	7	12	-23
ROMK mod	-0.69	-0.15	-0.087	-0.43	-0.76
L major viab	-5	-2	-5	49	7
TR-FRET SRC-2 ct	1625	1569	1457	1609	1506
PPARg SRC2 recr	5	4	1	4	6
S1P3 antag	-5	-13	-2	.	8
